mcGAS lum – cyclic GMP-AMP synthase inhibitors, mouse, primary biochemical chemiluminescence; Q8C6L5; AID 1259399, 2018; inhibition, % at 12.5 µM; 0.15% of 160,000 active; recombinant cGAS, Kinase-Glo ATP depletion luminescence;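 also: 0% = negative control wells and 100% = reference inhibitor with no enzyme activity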
hcGAS inh – Primary biochemical luminescence assay for human cyclic GMP-AMP synthase inhibitors; Q8N884; recombinant h-cGAS, ATP depletion, Kinase-Glo luminescence; inhibition, % at 12.5 µM; 0.081% of 290,000 active; AID 1259398, 2018;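 also: 0% = vehicle reaction and 100% = reaction without DNA for no activity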
Target sequence (Q8N884 whole entry, looked up): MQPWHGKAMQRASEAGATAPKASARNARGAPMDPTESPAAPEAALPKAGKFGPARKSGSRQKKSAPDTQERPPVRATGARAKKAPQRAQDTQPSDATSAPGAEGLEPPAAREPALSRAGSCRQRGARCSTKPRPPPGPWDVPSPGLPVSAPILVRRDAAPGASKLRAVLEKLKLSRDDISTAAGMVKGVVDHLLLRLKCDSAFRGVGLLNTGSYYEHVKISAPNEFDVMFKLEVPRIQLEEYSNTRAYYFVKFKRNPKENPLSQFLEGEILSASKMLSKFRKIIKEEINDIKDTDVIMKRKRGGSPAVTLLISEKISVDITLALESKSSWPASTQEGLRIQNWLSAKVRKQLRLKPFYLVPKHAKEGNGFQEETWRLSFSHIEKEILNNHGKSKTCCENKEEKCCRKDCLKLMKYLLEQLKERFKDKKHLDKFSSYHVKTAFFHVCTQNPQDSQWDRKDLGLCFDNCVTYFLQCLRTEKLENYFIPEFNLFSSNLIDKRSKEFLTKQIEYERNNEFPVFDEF
NPYLR7 agonist – agonists of mosquito NPYLR7 receptor, primary screen, cell-based, Aedes aegypti, calcium fluorescence, mosquito biting behavior; Aedes aegypti neuropeptide Y-like receptor 7 (NPYLR7); HEK293T NPYLR7/Galpha15, GCaMP6s calcium fluorescence; activation, % at 10 µM; 0.15% of 270,000 active; in the data active = activation above about 40%;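 also: 0% = vehicle and 100% = reference agonist at the receptor; some compounds past the cut are filed as inactive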
The depositor's hits bear a star; . = not tested or not shown; & = joins results of further samples. Rule as the data show it, unless noted: active = inhibition above about 40%; inactive = the rest.

The opening 2 records as a preview:
Molecule,hcGAS inh,NPYLR7 agonist,mcGAS lum
COc1cc(OC)cc(C2SCCN2C(=O)c2ccc(OC)cc2OC)c1 (stereo not given),-6,11,-5
O=c1cccnn1CCCNS(=O)(=O)c1ccc2ccccc2c1,-3,-8,-6

This part in full, repeating the preview:
Molecule,hcGAS inh,NPYLR7 agonist,mcGAS lum
COc1cc(OC)cc(C2SCCN2C(=O)c2ccc(OC)cc2OC)c1 (stereo not given),-6,11,-5
O=c1cccnn1CCCNS(=O)(=O)c1ccc2ccccc2c1,-3,-8,-6
CN(C(=O)CSc1nnc(-c2ccc(Cl)cc2)n1CC1CCCO1)C1CCCCC1 (stereo not given),-3,0,.
CCCCc1nc2cc(C(=O)N3CCCN(C(C)=O)CC3)ccc2o1,-7,0,-10
O=C1Nc2cc(Cl)ccc2/C1=C/c1cccs1,-7,4,.
CC(C)c1nccn1C(C)c1ccc(-n2cncn2)cc1 (stereo not given),-7&-6,5&1,-11
CC(C)CNC(=O)c1ccc2c(=O)n(C(C)C)c3nn(Cc4ccc(F)cc4Cl)c(=O)n3c2c1,-2,1,-5
CCOc1ccc(NC(=O)N2CCC(N(C)C(C)=O)CC2)cc1C,-13,7,-9
CN(C)CCNC(=O)c1nn(-c2ccc(C(F)(F)F)cc2)c(=O)n(Cc2ccc(F)cc2)c1=O,-1,12,-2
COc1ccc(/C=C\C(=O)Nc2c3c(nn2-c2cccc(Cl)c2)CSC3)cc1OC,0,1,.
CCCCOc1ccc(-c2nc3cc(Cl)ccc3c(=O)o2)cc1,-4,-6,-4
Cc1ccc(C(O)COc2ccc(CO)cc2)cc1C (stereo not given),-7,2,.
CC(Oc1ccc2ccccc2c1)C(=O)NNC(=O)c1ccccn1 (stereo not given),-3,-3,-7
CC(C)CN(CC(=O)N1CCc2sccc2C1c1ccccc1)C(=O)CCc1ccccc1 (stereo not given),-7,21,-4
Cc1nc2c(=O)n(Cc3ccccc3C)nc(-c3cccs3)c2s1,5,5,-4
CC(C)CC(NC(=O)c1ccc(F)cc1Br)c1ccccc1 (stereo not given),3,2,.
CC(=O)N1CCc2cc(NC(=O)C3(C)CCN3Cc3ccc(OC(C)C)cc3)ccc21 (stereo not given),-9,5,.
Cn1nc(-c2ccc(Cl)cc2)cc1NC(=O)c1c(O)c2ccccc2[nH]c1=O,-3,2,-5
O=C(CN(CCCN1CCOCC1)C(=O)NCc1ccccc1)N(Cc1ccc2c(c1)OCO2)Cc1ccco1,-3,0,-4
Cc1nsc(N2CC(C)OC(C)C2)n1 (stereo not given),-10,37,.
CN(C)C1CCN(c2ccc(NC(=O)c3cccs3)cc2F)CC1,-6,8,.
CC(C)c1nnsc1CN1CCc2[nH]nc(-c3ccc(F)c(F)c3)c2C1,-5,-4,-11
O=C(c1csc(CSc2nnc(-c3ccccc3Cl)n2-c2ccccc2Cl)n1)N1CCN(Cc2ccc3c(c2)OCO3)CC1,-9,20,-7
Oc1ccc(Cl)cc1C1SCCCS1,4,0,.
CC(=O)N1CCC(NCc2ccc3[nH]c(-c4ccc(F)cc4)c(C)c3c2)CC1,-9,8,.
CCOC(=O)c1nn(-c2ccccc2Cl)c(=O)cc1OCC(=O)Nc1cccc(NC(C)=O)c1,-4,9,.
Cc1ccccc1Cn1cccc1CN(C(=O)c1ccc([N+](=O)[O-])cc1Cl)C1CCCCC1,-4,22,-5
O=C(CCCCC1CCSS1)NC(c1ccc(F)cc1)c1ccc(SCc2ccccc2)cc1 (stereo not given),-6,-9,-4
OCC1(O)CCCN(c2cc(C(F)(F)F)nc(N3CCCC3)n2)CC1 (stereo not given),-1,8,.
COC(=O)c1ccc(COC(CN2CCN(C(=O)C3C[C@H]3c3ccccc3)CC2)c2ccc(Cl)cc2)cc1 (stereo not given in full),-6,6,-7
CN1CCN(Cc2ncc(Cl)n2C)c2cc(Cl)ccc21,1,-5,.
Cc1cc(C)n(CCC(=O)N(C)C2CC(C)(C)NC(C)(C)C2)c(=O)n1,-13,.,-6
COc1cc2c(=O)[nH]c(-c3ccccn3)nc2cc1OC(F)F,-12,1,.
Cc1cn2c3c(=O)[nH]c(=O)n(C)c3nc2n1CCN1CCN(c2ccc(F)cc2)CC1,5,4,-3
Cc1cn2c3c(=O)n(CCN4CCOCC4)c(=O)n(C)c3nc2n1-c1ccc(Br)cc1,-7,-3,.
Cc1ccc2c(c1Br)/C(=N\N1C(=O)c3ccccc3C1=O)C(=O)N2,-5,0,-7
CCN1C(C)=C(C)S/C1=C1\SC(=S)N(Cc2ccccc2)C1=O,-3,11,.
CN(CCNC(=O)Cc1ccccn1)S(C)(=O)=O,1,-3,.
NC(=O)c1noc([C@H](CCCC2CCCCC2)CC(=O)NO)n1,-11,-1,-9
CCNC(=O)Nc1ccc(N(C)C)c(CN(CC2CCCO2)C(=O)C(CC)c2ccccc2)c1 (stereo not given),0,4,-3
Cc1ccc(OCC(O)Cn2nnc3ccccc3c2=O)cc1 (stereo not given),-10,2,.
O=C(NNS(=O)(=O)c1ccc(F)c(F)c1)c1cncn1-c1ccccc1,-10,12,.
Cc1cccnc1NC(=O)C1(c2cccs2)CCOCC1,-2,-14,-7
COc1ccc(-c2cnc(-c3cccc(CNC(=O)CC(C)C)c3)[nH]2)cc1,-1,-1,-4
Cc1ccc(Cl)cc1-n1c(SCc2ccc(F)cc2)nnc1C(C)NC(=O)/C=C/c1ccc([N+](=O)[O-])cc1 (stereo not given),-3,25,-5
CC(C)c1nnc2sc(C3CCc4ccccc4C3)nn12 (stereo not given),-3,-2,-11
CCCCOCC1CC2(CC(C)(c3csc(N)n3)OC2=O)C(=O)O1 (stereo not given),-2,-6,-3
CCOC(=O)N1CCN(C(=O)CSc2nnc3n2CCN3c2ccc(F)cc2)CC1,0,-1,3
O=C(Nn1c(-c2ccccc2)csc1=Nc1cccc(Cl)c1)c1ccccc1OC(F)(F)F,-5,-8,-2
Nc1ccccc1Sc1c[nH]c2ccccc12,-5,-1,.
CC(C)CCn1c(NC2CCCCC2)nc2c1c(=O)[nH]c(=O)n2C,-11,0,.
CN1CCC(N(Cc2ccncc2)C(=O)NCc2cccc(F)c2)CC1,-5,16,.
O=C(NC(N1CCCC1=O)(C(F)(F)F)C(F)(F)F)c1ccccc1Cl,2,0,.
CS(=O)(=O)N1CCC(NC(=O)c2cccc(CC3CCNCC3)c2)CC1,-7,-1,.
CCC(CC)C(=O)N(C)c1c(C)nc2c(OCC3CCCCC3)cccn12,-3,5,-2
COc1ccc(-c2ccc(C(=O)NCc3ccc(C(F)(F)F)cc3)s2)c(OC)c1OC,-3,-1,-6
Cc1nc(SCC(=O)N2CCCCC2C)c2c3c(sc2n1)CCCC3 (stereo not given),-6,18,.
COC(=O)c1ccc(NC(=O)C2CC(=O)N(C)C(=Nc3ccc4c(c3)OCO4)S2)cc1 (stereo not given),2,1,2
COc1ccccc1Oc1cc(C(F)(F)F)nc(SCc2ccccc2C)n1,-2,-1,-4
Cc1sc2nc(CSC(C)C(=O)Nc3cccc(C(F)(F)F)c3)[nH]c(=O)c2c1C (stereo not given),-5,3,-12

(further entries)
Molecule,hcGAS inh,NPYLR7 agonist,mcGAS lum
Cc1cc(C)n(CCCNC(=O)c2ccc(S(=O)(=O)C(F)F)cc2)n1,-6,2,.
O=C(NC(c1ccc(Cl)cc1)c1ccsc1)C1CCN(CCOc2ccc(F)cc2)CC1 (stereo not given),-3,4,-3
CNC/C=C/COc1ccccc1C(C)(C)C,-6,-4,-7
COC(=O)c1cccc(CSc2nnc(-c3ccc(F)cc3)n2-c2ccc(C)cc2)c1,-2,.,1
C=CCN(C(=O)CN1CCOc2ccccc2C1)C1CCS(=O)(=O)C1 (stereo not given),-3,1,.
CCC(=O)Nc1ccc(N2CCC(OC)CC2)c(C(F)(F)F)c1,1,-24,.
Cc1cc(C)cc(CC(C(=O)Nc2ccccc2)C(C)C(=O)O)c1 (stereo not given),-6,6,.
C#CCOc1ccccc1CNC(=O)NC(c1ccccc1)c1nnc(C)n1C (stereo not given),-8,4,.
COCCN(CC(=O)N(CCc1ccccc1)Cc1ccc(C)o1)C(=O)c1ccccc1F,-7,6,-5
CCOC(=O)C1(CCCc2ccccc2)CCN(C(=O)c2ccoc2C)CC1,-12,5,.
Cc1noc(-c2ccco2)c1C(=O)NCCC#N,-6,2,-4
CCCNc1nc(SC)nc2c1cnn2CCNC(C)=O,-5,.,-8
CCCOc1ccc(OCCSc2nc3ccccc3n2CC(=O)O)cc1,-7,-8,-6
CCCCN(C1CCS(=O)(=O)C1)S(=O)(=O)c1ccc(F)cc1 (stereo not given),-6,0,.
Nc1cc(-c2ccc(Cl)cc2)nn1-c1ccc(C(=O)NCC2CCCO2)cc1 (stereo not given),-2,1,-6
CCN1CCN(Cc2oc(CO)cc(=O)c2O)CC1,-3,2,.
CCOC(=O)N1CCN(C(=O)CCC2(Cc3ccc(SC)cc3)CCC(=O)N2)CC1 (stereo not given),-5,19,.
COc1ccc(C2NC(=S)N3C(c4ccc(OC)cc4)NC(=S)N23)cc1 (stereo not given),-3&-5,1&-1,.
CC(C)c1nnc(NC(=O)C(Br)C(C)C)s1 (stereo not given),-1,-5,-9
C=C(C)COc1cccc(C(=O)NCc2cn3cc(C)ccc3n2)c1,-11,-4,.
NC(=O)CSc1ccc(-c2ccc(-n3ccnc3)cc2)nn1,-7,1,.
CCOc1ccc(OCCNC(=O)c2sc3nc4n(c(=O)c3c2C)CCC4)cc1,-7,0,-11
O=c1ccccn1Cc1cccc2ccccc12,-6,6,.
CCC(CC)C(O)CNC(=O)c1ccc(N2CCC(O)CC2)cc1 (stereo not given),-7,-8,-18
CCc1nc2c(OCC=C(C)C)cccn2c1N(C)C(=O)c1ccco1,-6,7,-3
COc1ccc(S(=O)(=O)NC(=O)C2(C)CCN2C(=O)c2ccc(C3CCCCC3)cc2)cc1 (stereo not given),-8,11,.
Cc1ccc(CN2CCc3nc(SCC(=O)Nc4ccc(C)c(C)c4)[nH]c(=O)c3C2)cc1,-9,11,-8
CNC(=O)CCCn1nc(-c2ccco2)ccc1=O,-6,2,-6
O=C(NCc1cccc(Cl)c1)c1ccc(-c2n[nH]c3c2COc2ccccc2-3)cc1,-4,.,-5
O=C(NCCCOc1cccc([N+](=O)[O-])c1)c1ccc(Br)cc1,-1,-4,1
O=C(Cc1ccsc1)NCC12CC3CC(CC(C3)C1)C2,-10,9,-9
CCOc1cc(/C=C2/N=C(c3ccc(NC(C)=O)cc3)OC2=O)ccc1OC(C)=O,-6,-4,-5
CCOC(=O)C(Cc1ccc(Cl)cc1)NC(=O)c1ccc(SCC(=O)c2ccc(Cl)cc2)nc1 (stereo not given),-4,-7,-6
Cc1cc2cc(C(=O)N3CCCC(N(C)C)CC3)ccc2o1 (stereo not given),-6,3,-11
N#CCCn1cc(C(=O)CN2C(=O)NC3(CCc4ccccc43)C2=O)c2ccccc21 (stereo not given),-3,3,.
O=C(O)CCCCCN1C(=O)C2C3C=CC(C3)C2C1=O (stereo not given),-8,-8,.

In a second layout: 4 of the compounds above.
CCOc1cc(/C=C2/N=C(c3ccc(NC(C)=O)cc3)OC2=O)ccc1OC(C)=O
- hcGAS inh = -6
- NPYLR7 agonist = -4
- mcGAS lum = -5

CCOC(=O)C(Cc1ccc(Cl)cc1)NC(=O)c1ccc(SCC(=O)c2ccc(Cl)cc2)nc1 (stereo not given)
- hcGAS inh = -4
- NPYLR7 agonist = -7
- mcGAS lum = -6

Cc1cc2cc(C(=O)N3CCCC(N(C)C)CC3)ccc2o1 (stereo not given)
- hcGAS inh = -6
- NPYLR7 agonist = 3
- mcGAS lum = -11

N#CCCn1cc(C(=O)CN2C(=O)NC3(CCc4ccccc43)C2=O)c2ccccc21 (stereo not given)
- hcGAS inh = -3
- NPYLR7 agonist = 3
- mcGAS lum = .

(list continues)
Molecule,hcGAS inh,NPYLR7 agonist,mcGAS lum
Cc1cccc(OCCSc2nc(O)cc(=O)n2C2CCCC2)c1,-7,5,.
CNc1nc(C(=O)N[C@@H]2CC[C@@H](N)C2)cs1,-1,-5,.
c1ccc(-c2noc(CN3CC[C@@H]4CCCC[C@H]4C3)n2)cc1,-5,-5,.
CCOC(=O)c1oc2cccc(OC(C)=O)c2c1C,-2,-5,.
O=C(Nc1ccnn1C1CCN(C(=O)c2cccc(-n3cccn3)c2)CC1)C1CC1,-9,-7,-3
O[C@@H]1CCN(Cc2cn(C3CCN(C4Cc5ccccc5C4)CC3)nn2)C1,-3,4,-2
COc1cc(OC)cc(C(=O)Nc2cccc(-c3nc4cc(C)cc(C)c4o3)c2C)c1,-2,-8,-6
CCOC(=O)C(=O)N1c2cccc3c2[C@@H](C[C@H]1C(=O)OCC)CN(C)C3=O,-6,0,-8
Cc1ccc(-n2nnc3c(=O)n(CC(=O)N4CCCc5ccccc54)cnc32)cc1,4,5,.
CCc1csc(CNC(=O)c2ccc(-c3ccc4c(c3)OCO4)nc2)n1,-7,23,-17
CCN(C(=O)CCc1c[nH]c2ccccc12)C1CCS(=O)(=O)C1 (stereo not given),-17,2,.
CC(C)c1nc2sc3c(NCCCN(C)C)ncnc3c2c2c1COC(C)(C)C2,-6,6,.
